Assay outcomes deposited in PubChem BioAssay by Vanderbilt High Throughput Screening Facility.
Cav3 T inh – Cav3.2 calcium influx blockers – cell-based, Fluo-4 calcium fluorescence, FDSS, MLSMR library, primary screen | AID 449739, 2010 | Voltage-dependent T-type calcium channel subunit alpha-1H (Homo sapiens), O95180 | Cav3.2-expressing cells; stronger effect = lower value | B-score at 10 µM | actives 4% (n = 100,000);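 active = single-dose well whose peak fluorescence ratio is a statistical outlier from its plate by either plate-standardised score or position-corrected B-score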
Target sequence (O95180 whole entry, looked up): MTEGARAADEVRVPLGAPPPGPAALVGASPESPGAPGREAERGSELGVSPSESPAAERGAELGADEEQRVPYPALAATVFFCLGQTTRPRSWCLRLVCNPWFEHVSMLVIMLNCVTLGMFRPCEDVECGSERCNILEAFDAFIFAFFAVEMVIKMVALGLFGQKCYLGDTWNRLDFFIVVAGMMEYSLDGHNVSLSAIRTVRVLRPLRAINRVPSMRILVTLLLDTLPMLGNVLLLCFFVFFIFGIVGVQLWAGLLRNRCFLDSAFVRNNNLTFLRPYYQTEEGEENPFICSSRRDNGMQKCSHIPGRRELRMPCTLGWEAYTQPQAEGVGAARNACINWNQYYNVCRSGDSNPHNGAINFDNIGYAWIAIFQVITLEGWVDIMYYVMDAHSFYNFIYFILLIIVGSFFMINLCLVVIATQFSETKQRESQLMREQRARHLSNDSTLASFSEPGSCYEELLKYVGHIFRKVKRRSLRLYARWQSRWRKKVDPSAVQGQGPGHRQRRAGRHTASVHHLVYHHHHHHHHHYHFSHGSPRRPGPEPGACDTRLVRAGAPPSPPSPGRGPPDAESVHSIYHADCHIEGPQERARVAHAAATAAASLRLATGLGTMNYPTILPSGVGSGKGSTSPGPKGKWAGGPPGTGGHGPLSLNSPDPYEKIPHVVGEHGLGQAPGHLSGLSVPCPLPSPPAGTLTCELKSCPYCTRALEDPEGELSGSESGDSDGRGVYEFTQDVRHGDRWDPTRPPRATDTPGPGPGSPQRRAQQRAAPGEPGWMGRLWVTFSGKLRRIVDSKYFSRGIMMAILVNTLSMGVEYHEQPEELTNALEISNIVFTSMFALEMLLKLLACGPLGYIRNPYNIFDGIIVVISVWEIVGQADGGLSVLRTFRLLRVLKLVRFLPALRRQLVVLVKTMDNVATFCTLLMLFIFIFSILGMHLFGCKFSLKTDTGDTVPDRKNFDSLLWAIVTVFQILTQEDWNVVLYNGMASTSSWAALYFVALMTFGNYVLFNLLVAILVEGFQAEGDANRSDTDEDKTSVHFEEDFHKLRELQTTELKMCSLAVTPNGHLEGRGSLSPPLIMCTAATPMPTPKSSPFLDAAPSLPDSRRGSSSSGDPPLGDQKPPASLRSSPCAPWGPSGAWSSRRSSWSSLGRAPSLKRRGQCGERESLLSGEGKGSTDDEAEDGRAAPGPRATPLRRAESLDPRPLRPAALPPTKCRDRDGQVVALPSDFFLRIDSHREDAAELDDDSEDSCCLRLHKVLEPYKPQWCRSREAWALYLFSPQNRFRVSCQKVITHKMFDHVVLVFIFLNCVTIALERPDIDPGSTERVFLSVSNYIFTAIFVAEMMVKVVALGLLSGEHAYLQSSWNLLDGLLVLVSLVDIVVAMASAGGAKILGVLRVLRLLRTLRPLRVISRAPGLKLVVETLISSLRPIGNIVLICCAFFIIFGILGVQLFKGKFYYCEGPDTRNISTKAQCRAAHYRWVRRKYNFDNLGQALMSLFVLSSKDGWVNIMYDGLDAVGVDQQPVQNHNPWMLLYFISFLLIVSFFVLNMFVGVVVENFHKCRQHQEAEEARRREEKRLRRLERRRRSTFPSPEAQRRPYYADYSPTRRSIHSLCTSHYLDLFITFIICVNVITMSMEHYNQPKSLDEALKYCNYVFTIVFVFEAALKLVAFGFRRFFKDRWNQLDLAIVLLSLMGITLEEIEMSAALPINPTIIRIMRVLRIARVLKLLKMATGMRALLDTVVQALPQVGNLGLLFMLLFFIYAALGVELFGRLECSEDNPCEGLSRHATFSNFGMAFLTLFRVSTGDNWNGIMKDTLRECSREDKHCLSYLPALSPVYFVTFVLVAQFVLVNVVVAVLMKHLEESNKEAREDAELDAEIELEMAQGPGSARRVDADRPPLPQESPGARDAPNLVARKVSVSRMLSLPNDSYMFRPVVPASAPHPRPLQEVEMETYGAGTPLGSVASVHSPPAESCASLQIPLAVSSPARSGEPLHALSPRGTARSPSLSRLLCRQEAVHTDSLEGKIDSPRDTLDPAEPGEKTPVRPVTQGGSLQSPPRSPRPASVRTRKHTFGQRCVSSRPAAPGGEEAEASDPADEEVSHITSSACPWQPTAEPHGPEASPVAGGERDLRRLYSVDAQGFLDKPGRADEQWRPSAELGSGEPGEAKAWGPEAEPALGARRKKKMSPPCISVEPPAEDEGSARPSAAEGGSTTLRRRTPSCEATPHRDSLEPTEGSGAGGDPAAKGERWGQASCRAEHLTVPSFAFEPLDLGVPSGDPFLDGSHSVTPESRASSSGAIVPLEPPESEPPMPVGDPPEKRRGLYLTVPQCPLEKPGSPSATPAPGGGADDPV
Active calls of the source: *.

SMILES	Cav3 T inh
Clc1ccc(Oc2nc(N3CCOCC3)nc(N3CCOCC3)n2)cc1	0.109
CN(C)C(=O)c1c(NC(=O)c2ccco2)sc2c1CCCCC2	0.309
Cc1cc(NS(=O)(=O)c2ccc(NC(=O)c3cnc4scc(C)n4c3=O)cc2)nc(C)n1	-0.238
Oc1ccc2[nH]cnc2c1CN1CCCCC1	0.652
CCCCCCOC(=O)c1ccccc1NC(=O)/C=C/C(=O)O	1.2
CSc1sc(C)cc1C1C(C#N)=C(N)N(c2cccnc2)C2=C1C(=O)CC(C)(C)C2 (configuration not stated)	2.3
CCCCn1c(SCC(=O)Nc2nnc(CC)s2)nc2c1c(=O)n(C)c(=O)n2C	1.85
COC(=O)C(C(=O)OC)=C(/C=C/C=C/N(C)C)N(C)C	0.649
COc1ccc(C)cc1NC(=O)CN1CCN(S(=O)(=O)c2ccc(Cl)cc2)CC1	0.215
O=C(NCCCN1CCCC1)c1cccc(N2CCCC2=O)c1	1.27
CCCCN(C(=O)CSc1nnc(Nc2ccc(C)c(C)c2)s1)c1c(N)n(Cc2ccccc2)c(=O)[nH]c1=O	-5.31*
CC1=C(C(=O)NC2CCC(C)CC2)C2(CCC(C)CC2)OC1=O (configuration not stated)	0.498
Cc1cc(C)c2c(N)c(C(=O)c3ccccc3)oc2n1	0.41
CCN(c1cccc(C)c1)S(=O)(=O)c1cccc(C(=O)O)c1	-0.23
CCCC(C(=O)NC1CCCC1)N(C(=O)Cn1nnc(-c2ccc(C)o2)n1)C1CCCC1 (configuration not stated)	-2.45
C=CCNc1nnc(-c2ccncc2)s1	0.0535
CC(=O)Nc1ccc(SCC(=O)N(CCC#N)c2cc(C)cc(C)c2)cc1	0.82
CCCc1cc(=O)[nH]c(SCC(=O)CSc2nc(CCC)cc(=O)[nH]2)n1	1.04
Cc1nn(C)c(C)c1NC(=O)CCSc1nc(-c2ccco2)cc(C(F)(F)F)n1	-0.12
CC1CN(S(=O)(=O)c2ccccc2)C(C)CN1S(=O)(=O)c1ccccc1 (configuration not stated)	-0.336
O=C(CSc1nc2ccccc2c(=O)n1Cc1ccco1)NCc1ccccc1	-0.0545
CC(=O)N1CCC2(CC1)C(C#N)=C(N)Oc1n[nH]c(C(F)(F)F)c12	-0.128
COC(=O)Cn1cnc2c(nnn2-c2ccc(C)cc2)c1=O	-0.329
CC1CCCN(c2nc3c(c(=O)[nH]c(=O)n3C)n2CCSc2nc3ccccc3o2)C1 (configuration not stated)	0.0908
Cc1ccc(CS(=O)(=O)CCC(=O)NCCC(C)C)cc1	0.315

More records.
SMILES	Cav3 T inh
O=C(c1ccc2c3c(cccc13)CC2)N1CCOCC1	0.62
Cc1nnc(NC2=NCCCCC2)o1	-0.239
CC(=O)c1cc2c(cc1NC(=O)CN1CCOCC1)OCO2	0.715
O=C(NCCC1=CCCCC1)C1CC(=O)N(C2CCCCCC2)C1 (configuration not stated)	0.892
NC(=O)CC(NC(=O)Cc1ccc(Br)cc1)c1ccc(NCCc2ccc(F)cc2)c([N+](=O)[O-])c1 (configuration not stated)	0.493
Cc1ccc(S(=O)(=O)N2CCN(C(=O)CSc3nnc(C)c(=O)[nH]3)CC2)cc1	0.662
COc1cccc(N2CCN(C(=S)NCCc3ccccc3)CC2)c1	-0.536
Nc1nonc1NC(=O)CSc1nc2ccccc2s1	-1.21
CC(=C1C2C=CC1C1C(=O)NC(=O)C21)c1ccccc1 (configuration not stated)	0.304
c1ccc(-n2nnnc2Oc2ccc(-n3ccnc3)cc2)cc1	-0.0469
O=C(NCc1ccccn1)/C(=N/O)c1ccccc1	0.0652
Cc1ccc(-c2nc3cc(Cl)ccc3o2)cc1	-0.00474
Cc1cc(NC(=O)c2sccc2C)n(-c2cccc(Cl)c2)n1	-0.798
COc1cccc([C@@H]2Oc3ccc(Br)cc3C(=O)[C@H]2OC(=O)NC2CCCC2)c1	-1.1
COc1ccc(C)cc1S(=O)(=O)Nc1cc(Cl)ccc1Cl	-1.92
CCC1CCCCN1CCNC(=O)CNS(=O)(=O)c1ccc2nc(C)sc2c1 (configuration not stated)	0.436
CSCC[C@H](NC(=O)NCc1cccs1)C(=O)O	0.000264
CCN(CC)S(=O)(=O)c1ccc(C(=O)NCc2ccc(C)cc2)cc1	0.00581
O=C1CC(c2ccc(Cl)cc2)n2nc(N3C(=O)CCC3=O)nc2N1 (configuration not stated)	0.7
CC1(C)CC(=O)C2=C(C1)OC(N)=C(C#N)C2c1ccc(OC(=O)N2CCOCC2)cc1 (configuration not stated)	0.778
O=C(NCc1ccccc1)c1ccc2nccnc2c1	0.527
NC(=O)CN1CCN(c2nc(-c3ccc(F)cc3)cs2)CC1	0.111
C(=N\n1cnnc1)/c1ccc(OCc2ccccc2)cc1	0.832
CCCCCCCCn1c(N2CCN(c3cccc(Cl)c3)CC2)nc2c1c(=O)[nH]c(=O)n2C	-1.98
CCNC(=O)CN(c1ccc(C)cc1)S(=O)(=O)c1ccc(SC)cc1	0.0547

Later entries:
SMILES	Cav3 T inh
Cc1nc2c(ccc3nc(NC(=O)C(c4ccccc4)c4ccccc4)sc32)s1	-1.21
CCCS(=O)(=O)N1CCC(C(=O)NC2CCC(C)CC2)CC1 (configuration not stated)	-0.012
COc1cc(CNCc2cccs2)ccc1OCc1cccs1	-1.3
Cc1ccc(CNC(=O)CSc2n[nH]c(N)n2)cc1	-0.744
O=C(O)Cc1c(O)ccc2ccccc12	-0.0434
N#CC1=C(N)C(C#N)(C#N)C(c2cccnc2)C2CN(C(=O)OCc3ccccc3)CC=C12 (configuration not stated)	1.74
CCCCSc1nnc(CSc2nc3nc(C)cc(C)n3n2)o1	-0.356
O=C(c1noc2c1CCCCC2)N1CCOCC1	1.69
O=C(Nc1cccc(-c2nc3ncccc3o2)c1)c1sc2cc(Cl)ccc2c1Cl	0.326
CCOC(=O)CN1C(=O)N[C@@H](c2cccc(C(F)(F)F)c2)C(C(=O)OC)=C1C	0.376
CC(C)OP(=O)(c1ccc(N(C)C)cc1)C(O)c1ccccc1 (configuration not stated)	0.363
COc1ccc(NC(=O)c2nc3nc(C)cc(C(F)F)n3n2)cc1OC	0.529
COc1ccc(C(CCN2CCOCC2)c2c(O)cc(OC)cc2OC)cc1 (configuration not stated)	0.343
COc1ccc2[nH]c3nc(SCC(=O)NNC(=O)c4ccc(OC)c(OC)c4)nnc3c2c1	0.00956
C/C(=N\NC(=O)c1cccc(S(=O)(=O)Nc2ccccc2Cl)c1)c1ccc(-n2ccnc2)cc1	0.309
CSc1nsc(SC)c1C(=O)N1CCN(S(=O)(=O)c2ccc(C)cc2)C1C(C)C (configuration not stated)	-5.12*
CN1CCN(C(=S)c2ccc(Cl)cc2)CC1	0.208
O=c1c2c(-c3ccco3)csc2nc(SCc2cn3cccnc3n2)n1-c1ccccc1	-4.43*
CCC(C)NCCOCCOc1ccc(F)cc1 (configuration not stated)	1.21
Cc1noc(NS(=O)(=O)c2ccc(N3C(=O)c4ccccc4C3=O)cc2)c1C	0.291
Cc1csc(-c2cnn(-c3ccccc3)c2NC(=O)c2ccc(C(F)(F)F)cc2)n1	-2.82
COc1ccc(N(C(=O)c2ccco2)S(=O)(=O)c2cccs2)cc1	-1.16
O=C(NCc1ccco1)c1cc(-c2ccccn2)nc2ccccc12	-0.623
Nc1ncnc2c1ncn2CCN1CCOCC1	-0.252
CCCCNC(=O)Nc1ccccc1C(=O)NCCC	0.295

3 of the entries above in order of the Cav3 T inh value, largest number first:
SMILES	Cav3 T inh
CC(C)OP(=O)(c1ccc(N(C)C)cc1)C(O)c1ccccc1 (configuration not stated)	0.363
O=C(O)Cc1c(O)ccc2ccccc12	-0.0434
COc1cc(CNCc2cccs2)ccc1OCc1cccs1	-1.3

The results go on:
SMILES	Cav3 T inh
Cc1[nH]c2ccccc2c1C(=O)CSCC(=O)O	-0.398
NC(=O)NCc1ccc(C(=O)OCc2ccncc2)cc1	0.142
CCOC(=O)Cn1c(=O)n(Cc2ccco2)c(=O)c2ccc(C(=O)NCCc3ccccc3)cc21	-4.57*
COCCNC(=O)c1ccc2c(=O)n(Cc3ccco3)c(SCC(=O)NC3CCCC3)nc2c1	1.89
C=CCN1C(=O)/C(=N/n2cnnc2)c2ccccc21	0.864
CCn1nnnc1SCC(=O)Nc1nc(C)c(C)s1	0.416
CCSc1nnc(-c2cccnc2)n1-c1ccc(C)c(Cl)c1	2.12
Cn1c(-c2ccc3nc(N)sc3c2)nc2cc(N)ccc21	0.383
COc1ncnc2c1oc1nc(CC(C)C)c3c(c12)CC(C)(C)OC3	0.386
O=C(NCc1ccccc1)NC1(C(=O)N2CCN3CCCC3C2)CCCCC1 (configuration not stated)	0.31
Cc1ccc(S(=O)(=O)N2CCOCC2)cc1C(=O)N1CCOCC1	0.382
NC1=NC(=O)/C(=C/c2cccs2)S1	0.707
CC(C)C(=O)Nc1ccc2c(c1)nc1n2CCSC1	0.768
C/C(Cn1nc([N+](=O)[O-])cc1C)=N\NC(=O)c1cccc(Br)c1	-0.0968
Cn1cccc1Cc1nnc(SCC(=O)Nc2ccc(F)cc2F)n1-c1ccc(F)cc1	-4.52*
c1ccc(Nc2nc3ccccc3[nH]2)nc1	0.577
COc1cccc(-c2cc(C(=O)NCc3ccc(Cl)cc3)no2)c1	-2.26
CN1C(=O)N(C)C2C1N(C)S(=O)(=O)N2C (configuration not stated)	-0.219
CCOc1cc(C(=O)Nc2ccc3c(c2)OCO3)ccc1OCCOc1ccccc1Cl	-0.712
C/C(=N\OC(=O)NC(C)C)c1sc(-c2ccccc2)nc1C	-0.711
CCOc1ccccc1C1CC(c2ccc(Br)cc2)Nc2nc(N)nn21 (configuration not stated)	-4.58
Cc1ccc(OC(=O)N2CCOCC2)cc1	-0.445
COc1ccc(CN(C(=O)c2ccco2)c2ccc(Br)cc2)cc1OC	-4.55*
Cc1ccc(CN2C(=O)CCC2C(=O)NC(C)C)cc1 (configuration not stated)	0.359
CCOC(=O)CSc1nc2cc(C(=O)N3CCCC3)ccc2c(=O)n1Cc1ccccc1	-1.28

Additional compounds follow.
SMILES	Cav3 T inh
CCOCCCN1CC(C(=O)NCCc2ccc(C)cc2)CC1=O (configuration not stated)	-0.479
CCOC(=O)CN(C(=O)CNC(=O)c1ccco1)C(C(=O)NC1CCCC1)c1ccccc1OCC (configuration not stated)	0.63
Cc1ccc2c(c1)sc1nc(=O)n(-c3ccc(Cl)cc3)c(=O)n12	1.12
CCOC(=O)c1c(NC(=O)CSc2nnc(-c3c[nH]c4ccccc34)n2CCOC)sc2c1CCCCC2	-2.78
O=C(CCn1cnc2ccccc2c1=O)Nc1cccc(Cl)c1	0.0526
Cc1cc(Nc2ccc(Cl)cc2)nc(N)n1	0.483
CCOC(=O)N1CCC(n2c(SCC(=O)Nc3nccs3)nc3ccsc3c2=O)CC1	0.169
O=C(NCc1ccc(F)cc1)C1CCN(S(=O)(=O)N2CCCCC2)CC1	0.338
CC(C)(C)C(=O)/C=c1\[nH]c(=O)/c(=C\c2ccc(F)cc2)s1	-2.08
CCOC(=O)C1=C(O)CSC1=Nc1ccc(Cl)cc1	-1.39
O=C(CSc1nnc(CNC(=O)c2cccs2)o1)NCc1ccc(F)cc1	0.072
CCc1nn(C)c(-c2n[nH]c(=S)n2N)c1Cl	0.677
c1n[nH]c(SCCCCSc2ncn[nH]2)n1	0.79
O=C(Oc1c(Cl)cc(Cl)c2cccnc12)N1CCCCC1	-0.345
CCCn1c(SCC(=O)NCc2ccccc2)nnc1-c1ccncc1	-0.164
CC(C)CC(C(=O)O)C(C)CC(=O)Nc1ccn(-c2ccccc2)n1 (configuration not stated)	-0.26
NC(N)=NCCC[C@H](NC(=O)OCc1ccccc1)C(=O)O	0.0892
Cc1cccc(C(OC(=O)c2ccco2)C(=O)NCc2ccccc2)n1 (configuration not stated)	0.781
CCOC(=O)c1c(C)n(C)c2ccc(OCC(O)CN3C(=O)c4ccccc4S3(=O)=O)cc12 (configuration not stated)	-1.89
CC(C)(C)N(Cc1cc2ccccc2[nH]c1=O)C(=O)c1cccnc1	0.423
COc1cccc(CNCCNC(=O)c2ccco2)c1OC	0.478
Cc1nc2nc(C)c(CCC(=O)N3CCc4ccccc43)c(C)n2n1	2.33
N#Cc1ccc(C(c2nnnn2C2CCCC2)N2CCC(Cc3ccccc3)CC2)cc1 (configuration not stated)	-6.19*
COc1ccc2[nH]c(=O)c(CN(C(C)=O)c3cccc(C)c3)cc2c1	0.188
CCOC(=O)N1CCC(Nc2c(NCCN3CCN(Cc4ccccc4)CC3)c(=O)c2=O)CC1	-0.223

A few values from the entries so far.
COc1cccc(CNCCNC(=O)c2ccco2)c1OC in Cav3 T inh: 0.478
Cc1ccc2c(c1)sc1nc(=O)n(-c3ccc(Cl)cc3)c(=O)n12 in Cav3 T inh: 1.12
O=C(NCc1ccc(F)cc1)C1CCN(S(=O)(=O)N2CCCCC2)CC1 in Cav3 T inh: 0.338
COc1ccc2[nH]c(=O)c(CN(C(C)=O)c3cccc(C)c3)cc2c1 in Cav3 T inh: 0.188
N#Cc1ccc(C(c2nnnn2C2CCCC2)N2CCC(Cc3ccccc3)CC2)cc1 (configuration not stated) in Cav3 T inh: -6.19*

(more compounds)
SMILES	Cav3 T inh
N#CCCCSc1nnc(CSc2nc3ccccc3s2)n1-c1ccccc1	-4.01
Cc1ccc(C)c2[nH]c(=O)c(CN(CC3CCCO3)S(=O)(=O)c3ccc4c(c3)OCCO4)cc12 (configuration not stated)	-0.398
COCCCNC(=O)C1C2C=CC3(CN(Cc4ccc(C)cc4)C(=O)C13)O2 (configuration not stated)	0.377
O=C(/C=C/NNC(=O)c1ccccc1)c1ccccc1	0.573
Cn1nnnc1CCOCCc1nnnn1C	-0.372
O=C(c1csc2c1CCCC2)N1CCN(c2cccc(C(F)(F)F)c2)CC1	-1.17
CCC(=O)N1c2ccc(S(=O)(=O)CCC(=O)Nc3nccs3)cc2CC1C (configuration not stated)	-0.279
CCOC(=O)C1CCCN(c2ncnc3c2[nH]c2cccc(OC)c23)C1 (configuration not stated)	1.6

A second format for some results above.
| SMILES | Cav3 T inh |
| --- | --- |
| N#CCCCSc1nnc(CSc2nc3ccccc3s2)n1-c1ccccc1 | -4.01 |
| CCOC(=O)C1CCCN(c2ncnc3c2[nH]c2cccc(OC)c23)C1 (configuration not stated) | 1.6 |
| Cc1ccc(C)c2[nH]c(=O)c(CN(CC3CCCO3)S(=O)(=O)c3ccc4c(c3)OCCO4)cc12 (configuration not stated) | -0.398 |

These rows are one share of the data; the hit share may differ from the screen's.
